EWS-Fli inh = blocks EWS/Fli oncoprotein-driven transcription; A673 NR0B1-luciferase reporter, viability-normalised; inhibition, % at 12.6 µM; hit rate 0.67% among 350,000; AID 651661;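 active = mean inhibition of at least 50% after viability correction, with every replicate also passing that limit; inconclusive = mean reaches 50% but only one of two replicates passes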;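 also: firefly luciferase signal divided by Alamar Blue viability fluorescence both relative to DMSO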
S100A4 inh HTS = inhibitors of human S100A4 binding to myosin IIA peptide; P26447; S100A4/TAMRA-MyoIIA peptide fluorescence polarization; inhibition, % at 10.7 µM; hit rate 0.14% among 360,000; AID 652163;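 active = mean inhibition of at least 70% across replicates, with every replicate also reaching that level; inconclusive = mean inhibition reaches 70% but some replicates fall short; inactive = mean inhibition below 70%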
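incubation = readout 5 min after mixing, signal stable up to 60 min | system = S100A4 monomer protein | buffer or medium = HEPES pH 7.2 with CaCl2, KCl, NaCl, DTT, Triton | benchmarks = neutral control DMSO, positive control TFP | also added = fluorescent myosin IIA peptide, 5 nM | compound dosing = one concentration per compound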
RAD54 inh = inhibitors of human RAD54 branch migration. hit rate 0.14% among 360,000. RAD54 Holliday junction branch migration, FAM/BHQ fluorescence. inhibition, % at 10.4 µM;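 active = mean normalized replicate activity at least 40 and at least half of replicates scoring 40 or more; inconclusive = only one of the two criteria met; inactive = mean below 40 and under half of replicates reaching 40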;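 also: 0% = median of neutral control wells and 100% = median of positive control wells; inhibitors cause a drop in the FAM fluorescence signal; in these data hits start at about 50%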
E-sel inducer = E-selectin induction on HUVECs. P16581. HUVEC E-selectin immunofluorescence imaging; normalized: neutral wells 0, TNF-alpha wells 100. activation, % at 7.58 µM. hit rate 0.37% among 260,000. AID 686992;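 active = mean E-selectin-positive cell signal at least 10% of the positive control, reached in at least 60% of replicates, without over 20% cell loss; inconclusive = no rule given, readout overlaps actives, possibly toxicity-flagged; inactive = the rest, including those meeting only one limit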;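 also: in these data hits start at about 27%; measured in HUVEC primary endothelial cells; signal is the percent of cells scored E-selectin positive by PE staining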
Target sequence (P16581 whole entry, looked up): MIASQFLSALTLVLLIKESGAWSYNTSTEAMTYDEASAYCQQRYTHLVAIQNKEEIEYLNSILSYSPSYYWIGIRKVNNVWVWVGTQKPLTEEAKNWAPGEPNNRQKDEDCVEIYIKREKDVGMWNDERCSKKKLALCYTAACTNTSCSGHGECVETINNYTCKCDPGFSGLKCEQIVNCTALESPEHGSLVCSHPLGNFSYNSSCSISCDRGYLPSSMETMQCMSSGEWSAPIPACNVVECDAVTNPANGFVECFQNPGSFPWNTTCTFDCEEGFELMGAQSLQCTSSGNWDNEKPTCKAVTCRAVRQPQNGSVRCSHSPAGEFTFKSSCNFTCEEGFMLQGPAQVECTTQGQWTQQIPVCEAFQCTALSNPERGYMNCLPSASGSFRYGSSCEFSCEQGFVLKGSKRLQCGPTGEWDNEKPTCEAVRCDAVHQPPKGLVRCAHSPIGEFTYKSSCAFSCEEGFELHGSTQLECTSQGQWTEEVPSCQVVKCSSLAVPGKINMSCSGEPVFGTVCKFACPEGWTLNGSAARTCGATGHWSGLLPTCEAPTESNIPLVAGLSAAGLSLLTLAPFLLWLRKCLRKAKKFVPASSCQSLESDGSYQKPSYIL
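assay system = HUVEC, human umbilical vein endothelial cells | input = 3,000 HUVEC seeded per well | medium = EGM-2 growth medium on 0.1% gelatin-coated wells | dosing = one compound dose added by pin transfer | signal = immunofluorescence imaging | read-out basis = % PE-positive cells | control set = TNF-alpha, DMSO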
RAD52 inh = blocks human RAD52 DNA annealing; recombinant RAD52 DNA annealing, FRET fluorescence; inhibition, % at 18.7 µM; hit rate 0.46% among 360,000; AID 651710;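 active = every replicate showing at least 50% inhibition; inconclusive = mean inhibition at least 50% but not in every replicate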
Target sequence (P43351 whole entry, looked up): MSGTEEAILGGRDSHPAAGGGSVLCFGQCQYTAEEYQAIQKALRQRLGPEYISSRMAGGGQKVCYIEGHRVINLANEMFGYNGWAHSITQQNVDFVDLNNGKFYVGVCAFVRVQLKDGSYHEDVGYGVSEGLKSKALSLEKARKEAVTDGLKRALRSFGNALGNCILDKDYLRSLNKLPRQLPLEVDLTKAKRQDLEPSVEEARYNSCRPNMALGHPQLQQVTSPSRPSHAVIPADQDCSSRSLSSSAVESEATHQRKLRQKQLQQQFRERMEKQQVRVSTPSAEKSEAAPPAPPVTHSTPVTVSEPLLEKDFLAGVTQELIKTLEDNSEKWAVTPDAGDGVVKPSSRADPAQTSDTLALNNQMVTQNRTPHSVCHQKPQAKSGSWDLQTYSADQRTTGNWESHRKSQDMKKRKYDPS
XiGFP reactiv = activators of X-chromosome reactivation in mouse fibroblasts; hit rate 0.055% among 360,000; XiGFP mouse fibroblasts, % GFP-positive cells imaging, 3 d; cells co-treated with 5-aza-dC sensitizer; scaled so ellipticine positive control = 100%; activation, % at 7.58 µM; AID 743238;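 active = mean normalized replicate activation at least 10% and every replicate at or above 10%; inconclusive = only one of the two criteria met; inactive = mean below 10% and not all replicates reach 10%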;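 also: 0% = median of on-plate neutral control wells and 100% = ellipticine 6 µM median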
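Material: XiGFP fibroblasts, SV40-immortalized; Buffer or medium: DMEM containing 5-aza-dC; Compound dosing: single point; Times: 3 days compound exposure.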
FN deposit inh = fibronectin deposition inhibition | AID 743247 | inhibition, % at 12.6 µM | AH1F fibroblasts, Alexa488-fibronectin deposition fluorescence, overnight | hit rate 0.086% among 350,000;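 active = mean inhibition across replicates of 30% or more, regardless of how many single replicates reach that level; inconclusive = mean under 30% yet at least half of replicates reach 30%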;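 also: positive control wells lacked labelled fibronectin entirely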
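Material – AH1F fibroblast monolayer, labelled fibronectin deposition · Reagent – labelled fibronectin 24 nM · Timing – 1 h adhesion, overnight exposure · Measured by – fluorescence at 485 nm excitation, 525 nm emission · Read-out – inhibition of fibronectin deposition signal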
esBAF inh = inhibitors of esBAF chromatin remodeling in mouse ES cells; Bmi1-luciferase knock-in reporter, 24 h; 100% = twice the neutral-well signal; reporter increase, % at 12.5 µM; hit rate 2% among 350,000; in the data active = activation above about 40%; inconclusive = no clear call, values can overlap the other calls;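 also: 0% = median of the plate's neutral control wells and 100% = double that signal; a rise in the Bmi1 reporter signal indicates esBAF inhibition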
* hit, by the source's call; ? = inconclusive; · = not tested or not shown. Random draw from the library; about 3% have a hit in one of these screens.

SMILES	EWS-Fli inh	S100A4 inh HTS	RAD54 inh	E-sel inducer	RAD52 inh	XiGFP reactiv	FN deposit inh	esBAF inh
C[C@@H]1CN([C@@H](C)CO)C(=O)Cc2cc(NC(=O)C3CCCCC3)ccc2O[C@H]1CN(C)C(=O)Nc1cccc2ccccc12	11.2	-3.9	3.4	4.1	9.0	-0.7	-0.5	0.3
C[C@@H]1CN([C@@H](C)CO)C(=O)c2cc(NS(=O)(=O)c3ccccc3)ccc2O[C@@H]1CN(C)S(C)(=O)=O	0.0	2.8	-6.1	0.4	9.3	0.1	·	1.3
COC(=O)C1=C(C(=O)OC)[C@@H]2N(C)c3ccccc3[C@@]23C[C@@H](C(=O)OC)N(C(=O)CC(C)C)C3=N1	-1.2	-7.3	0.6	0.2	-6.7	0.1	6.0	-1.6
CO[C@H]1CN(C)C(=O)c2cc(NS(C)(=O)=O)ccc2OC[C@H](C)N(S(C)(=O)=O)C[C@@H]1C	-7.8	-3.2	-1.2	-0.2	1.4	0.4	-14.1	-1.1
COc1ccc(OC)c(CCNC(=O)Cn2cccc2C(=O)c2ccccc2)c1	3.7	0.6	0.2	·	-3.2	0.0	6.0	1.9
CCC(=O)N1CCN(c2ccccc2NC(=O)COc2ccc(C(C)C)cc2)CC1	·	-0.2	10.8	0.0	-8.4	0.0	12.9	·
COc1ccccc1CNC(=O)[C@H](C)NC(=O)C1CCN(C(=O)[C@H](CCSC)NC(=O)OC(C)(C)C)CC1	-9.4	2.8	-12.3	·	-15.9	·	·	3.1
COc1ccc(NC(=O)Nc2ccc3c(c2)CC(=O)N([C@H](C)CO)C[C@H](C)[C@@H](CN(C)Cc2ccncc2)O3)cc1	-1.0	14.7	-15.6	·	5.6	0.2	·	-3.5
Cc1ccc(NC(=O)C2CCN(c3nc(C)cc(C)n3)CC2)cc1	2.6	-3.5	-1.3	1.2	-12.3	0.0	-1.5	2.0
O=C(NC1CCN(C(=O)C2CCCCC2)CC1)c1ccccc1	5.7	-2.5	·	9.4	-13.7	0.0	4.9	·
Cc1ccc(-n2c(C)c([N+](=O)[O-])c3ccc(O)cc32)cc1	-36.1	-2.3	·	·	-10.3	0.3	2.5	·
Oc1ccccc1N=Cc1c(O)ccc2oc3c(c12)CCCC3	-18.7	0.7	-9.3	-0.4	-46.7	-0.1	5.8	-3.5
CCC(=O)N1C[C@H](C)[C@H](OC)CN(C)C(=O)c2ccc(NC(=O)c3ccc(F)cc3)cc2OC[C@@H]1C	1.8	-2.3	-1.5	-0.2	4.4	0.2	-9.2	4.0
Cc1ccccc1-n1ncc2c1CC(C)(C)CC2NC(=O)c1cn[nH]c1C (configuration not stated)	-11.8	-0.1	10.5	·	-4.9	0.0	-12.7	-3.1
O=C(C[C@H]1C[C@H]2c3cc(NC(=O)Nc4ccc(C(F)(F)F)cc4)ccc3O[C@H]2[C@H](CO)O1)NCc1ccccn1	8.0	-2.8	-1.3	1.0	-14.3	0.1	-63.6	-4.6
CN(C)CC#Cc1ccc([C@H]2[C@@H](CO)N3CCCCN(C(=O)Nc4ccccc4F)C[C@@H]23)cc1	-14.2	18.9	-3.4	0.4	16.6	0.1	·	1.1
CCc1ccc(OCCCC(=O)Nc2ccc(N3CCOCC3)cc2)cc1	4.3	2.1	·	·	-23.0	0.0	-6.9	-3.9
CCn1c2ccccc2c2cc(NC(=O)CNC)ccc21	-1.7	-3.3	·	5.9	35.0	-0.1	-2.0	·
Cc1ccc(C(=O)C(C)OC(=O)Cn2[nH]c(=O)c3ccccc3c2=O)cc1 (configuration not stated)	0.4	-3.8	-5.9	0.1	-1.4	0.0	·	·
N#C[C@@H]1[C@@H](c2ccc(-c3ccccc3F)cc2)[C@H](CO)N1C(=O)C1CC1	-6.6	4.7	-15.7	0.2	-20.2	-0.1	0.2	-2.0
Cc1ccc(CCC2C3=C(CCCC3=O)OC3=C2C(=O)CCC3)cc1	·	-1.1	-2.3	·	-3.8	·	·	-4.5
C[C@@H]1CN([C@H](C)CO)C(=O)c2cc(NC(=O)Nc3ccc(C(F)(F)F)cc3)ccc2O[C@H]1CN(C)S(C)(=O)=O	1.1	-7.6	2.3	·	-0.7	0.0	·	-7.4
CCC(=O)N(C)C[C@H]1Oc2cc(C#CCC3CCCC3)ccc2S(=O)(=O)N([C@H](C)CO)C[C@H]1C	-6.6	-2.4	1.8	-0.1	-0.7	-0.8	·	2.4
O=C(Nc1ccccc1Oc1ccsc1C(=O)O)c1ccccc1	1.5	-0.6	·	-0.1	-7.0	0.0	-6.6	·
COC(=O)c1c(C)nc(C)c(C(=O)OC)c1-c1cccs1	5.3	-3.4	·	·	-5.5	0.0	·	·
O=c1c(C=NCCCO)c(-c2ccccc2)[nH]n1-c1nc2ccccc2s1	28.1	-10.9	·	·	8.1	0.0	·	·
CC(=O)NC(Cc1c[nH]c2ccccc12)C(=O)OCC(=O)Nc1cc(C)on1 (configuration not stated)	·	·	4.1	0.2	·	·	-1.5	-5.7
CC(=O)Nc1cc2nn(-c3ccccc3)nc2cc1C	-2.0	0.0	-14.0	·	-17.2	0.0	-3.6	8.0
CCCNC(=O)C[C@@H]1CC[C@@H]2[C@@H](COc3ccc(NC(=O)C4CCCC4)cc3C(=O)N2C)O1	1.4	-5.0	-1.3	-0.1	6.5	0.3	·	4.7
C[C@@H]1CN([C@H](C)CO)C(=O)c2cc(C#CC(C)(C)O)cnc2O[C@H]1CN(C)C(=O)C1CCOCC1	-0.2	7.9	-3.6	-0.1	8.4	-0.3	·	-5.1
CO[C@@H]1CC[C@@H]2CCN(C)C(=O)[C@H](C)N(C)C(=O)c3cc(C#N)ccc3OC[C@H]1O2	3.0	·	-3.9	0.1	·	0.0	6.4	1.2
C/C=C/c1ccc([C@@H]2[C@@H](CO)N3C(=O)CN(C(=O)Nc4cccc(OC)c4)C[C@@H]23)cc1	-1.1	-7.9	·	0.4	21.6	0.0	-2.6	·
COCC#Cc1ccc([C@@H]2[C@@H](CO)N3C(=O)CN(C(=O)c4cccnc4)C[C@@H]23)cc1	8.3	-9.2	·	0.1	-4.2	0.1	·	·
Cc1ccc(NS(=O)(=O)N2CCOCC2)cc1Cl	2.6	1.8	4.3	-1.6	-15.2	0.2	0.9	-4.5
CC(C)(C)C(=O)NC1CC2CCCC(C1)N2C(=O)Nc1cccc(Cl)c1 (configuration not stated)	13.1	13.7	-7.7	·	-3.4	0.2	-4.0	-5.8
C[C@H]1CN([C@@H](C)CO)C(=O)c2cc(N(C)C)ccc2O[C@H]1CN(C)Cc1ccc(C(=O)O)cc1	-5.5	·	5.5	?	·	-0.8	·	-2.8
COC(=O)CCCC1=CC2=CC(=O)C(C)(OC(=O)c3cccs3)C(=O)C2=CN1CCCCO (configuration not stated)	6.5	6.3	-3.1	1.3	-7.3	0.3	-0.5	-1.9
O=C(NCCCn1ccnc1)c1cccc(S(=O)(=O)Nc2ccc(F)cc2)c1	-0.8	-0.5	10.6	-0.4	-3.9	0.0	1.0	-2.4
CNC[C@H]1Oc2cc(-c3ccccc3OC)ccc2S(=O)(=O)N([C@H](C)CO)C[C@@H]1C	3.4	-30.0	-7.6	12.8	-33.5	0.5	·	-5.5
CC(C)CC#Cc1cnc2c(c1)C(=O)N([C@H](C)CO)C[C@H](C)[C@H](CN(C)C(=O)c1ccccc1)O2	-46.7	5.0	-0.4	-0.3	5.4	-1.2	·	5.2

Rewritten bar-delimited: three of the compounds above.
mol | EWS-Fli inh | S100A4 inh HTS | RAD54 inh | E-sel inducer | RAD52 inh | XiGFP reactiv | FN deposit inh | esBAF inh
O=c1c(C=NCCCO)c(-c2ccccc2)[nH]n1-c1nc2ccccc2s1 | 28.1 | -10.9 | · | · | 8.1 | 0.0 | · | ·
CNC[C@H]1Oc2cc(-c3ccccc3OC)ccc2S(=O)(=O)N([C@H](C)CO)C[C@@H]1C | 3.4 | -30.0 | -7.6 | 12.8 | -33.5 | 0.5 | · | -5.5
C[C@@H]1CN([C@H](C)CO)C(=O)c2cc(C#CC(C)(C)O)cnc2O[C@H]1CN(C)C(=O)C1CCOCC1 | -0.2 | 7.9 | -3.6 | -0.1 | 8.4 | -0.3 | · | -5.1

The results go on:
SMILES	EWS-Fli inh	S100A4 inh HTS	RAD54 inh	E-sel inducer	RAD52 inh	XiGFP reactiv	FN deposit inh	esBAF inh
N#C[C@@H]1[C@H](c2ccccc2)[C@@H](CO)N1C(=O)Cc1ccccc1	2.2	23.1	-12.9	1.4	-12.7	0.0	10.5	3.5
Cc1ccc(C(=O)O)cc1-c1ccc(/C=C2\SC(=O)N(CC(=O)Nc3ccccc3)C2=O)o1	-3.0	4.0	-5.2	·	-115.9	0.0	1.6	-1.9
Cc1ccc(CN2CCC[C@]3(N[C@H](c4ccc(C(F)(F)F)cc4)[C@@H]4C(=O)N(C)C(=O)[C@@H]43)C2=O)cc1	-1.4	0.8	-2.4	·	-5.5	-0.1	-5.4	1.0
COc1nc(OCCNS(=O)(=O)c2ccc(C)cc2)nc(N(C)C)n1	-4.2	0.5	4.0	-0.1	-10.2	0.3	3.0	0.5
O=C(C[C@@H]1C[C@@H]2c3cc(NS(=O)(=O)c4ccc(F)cc4)ccc3O[C@@H]2[C@@H](CO)O1)NCc1ccccn1	-2.7	-2.7	8.3	-0.2	2.7	0.3	·	1.3
CCCNC(=O)OCc1cccnc1Sc1ccc(C)cc1	-51.9	-1.1	-0.1	0.8	-10.5	-0.1	7.1	32.6
COCC#Cc1ccc2c(c1)O[C@H](CN(C)C(=O)C1CCOCC1)[C@H](C)CN([C@@H](C)CO)S2(=O)=O	-4.1	-1.1	-2.3	0.5	2.7	0.2	1.3	1.7
O=c1c2cc(Cl)ccc2nc(-c2ccc(Cl)c(Cl)c2)n1O	24.4	-1.9	-3.5	·	-7.8	-0.1	-5.3	2.1
O=C(OCC(=O)N1CCOCC1)c1cc(-c2ccccc2)nc2ccccc12	-1.3	-15.8	-0.8	·	-6.3	-0.1	7.1	5.2
CCCN(CC(=O)Nc1ccccc1OC)C(=O)CC1CCCC1	4.3	0.4	-2.4	·	-2.8	0.1	-0.9	0.2
CC=Cc1ccc2n(c1=O)C[C@@H]1[C@@H](CO)[C@H](C(=O)NCc3cc(F)cc(F)c3)[C@H]2N1S(C)(=O)=O (mixture of isomers)	0.5	-9.1	13.6	0.2	9.4	0.1	·	-4.6
COc1ccc(CN2CCNC(=O)C2CC(=O)NCCc2nc(C)c(C)s2)cc1C (configuration not stated)	5.7	-2.4	-3.4	·	-23.6	0.2	-5.4	9.0
O=C(NCc1ccncc1)C(=O)Nc1nc2ccccc2s1	-0.7	0.2	·	0.3	-7.6	0.2	-0.1	·
O=C(OCc1cc2ccccc2[nH]c1=O)C1CCCO1 (configuration not stated)	·	-2.1	-1.8	·	-6.4	·	0.9	2.3
O=C(OCCOCCN=C1NS(=O)(=O)c2ccccc21)c1ccccc1	·	-1.6	-1.2	·	-9.8	0.2	-1.7	3.8

Compound activity: PubChem BioAssay, Broad Institute
